Bioassay records from PubChem.
Pf Dd2 inh: Plasmodium falciparum Dd2 growth inhibition; P. falciparum Dd2 growth, SYBR Green, 72 h; Potency, µM (top dose mostly 28.9 µM), for the others: at the top dose activity, negative = inhibition, most hits filed as inhibitors; 4.3% of 120,000 active; AID 1347417; active = well fitted inhibition curve with a large enough effect; inconclusive = small, poorly fitted or top-dose-only effect; inactive = no such curve, though single readings can be large or run the other way;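 also: plate controls were DMSO vehicle for no effect and reference drug for full effect; nearly all actives have a fitted effect of over 65% in size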
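Infected erythrocytes (Dd2, 0.3% parasitemia, 2.5% hematocrit final) are added to compound in RPMI-1640/Albumax II medium, grown 72 h at 37C in low oxygen, then lysed with saponin/Triton-X containing SYBR Green and read by fluorescence.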
* hit, by the source's call; i = inactive; ? = inconclusive; [ ] = another dose, or the depositor's remark. Potency is read from the fitted curve at half-maximal effect. Not all compounds are listed; the hit share may differ from the screen's.

canonical_smiles,Pf Dd2 inh
COc1ccc(NC(=O)c2ccc(-c3ncc4cnc(C5=CCOCC5)cn34)cc2)cn1,?
COCc1cccc(C(=O)NC2CC(c3nnc(CN(C)C)n3C)C2)n1 (configuration not stated),-7.1%
O=C(NCCCN1CCN(c2ccc(F)cc2)CC1)c1sc2ncccc2c1-n1cccc1,?
Cc1ccc(C(=O)N2CC[C@H](CO)[C@H](NC(=O)C3CC3)C2)cn1,22.4%
NC(=O)C1CCC(=O)N1C1CCNCC1 (configuration not stated),5.8%
COc1ccc(-c2cnc([C@@H]3COCCN3Cc3ccncc3)[nH]2)cc1,i
CN(C1CCOCC1)C1CCN(C(=O)C2CCCCC2)CC1,i
CCC(=O)N1CCCc2cc(S(=O)(=O)N3CCC(C(=O)Nc4ccccc4CC)CC3)ccc21,-7.0%
COc1ccc(-c2cc(C(=O)Oc3cccc(C)c3C)c3ccccc3n2)cc1,i
CCCCn1c(=O)nc2n(-c3ccc(Br)cc3)c3ccccc3cc-2c1=O,41.3%[activator]
COc1ccc(CNC(=O)[C@H]2CCC[C@H]2NC(=O)c2cnc(C)cn2)cc1,16.3%
CCCc1nnc(C[C@@H]2C[C@@H](C(C)C)[C@H](CNc3cccnc3)C=C2C)o1,?
CNC(=O)[C@@H]1CN(C(=O)CCc2cc(OC)no2)C[C@H]1c1nc(C)no1,5.8%
CCN(CC)C(=O)C1=C(C)Nc2nc3ccccc3n2C1c1cccc(Cl)c1 (configuration not stated),11.2µM*
Cc1ccsc1CN1CCn2c(nnc2[C@@H]2C[C@@H](O)CN2Cc2cccnc2)C1,i
CCn1nccc1C(=O)N1CC[C@@H]2CN(Cc3ccccc3)[C@@H]2C1,?
CC(=O)N1CC(CO)C2(CCN(Cc3c[nH]c4ccccc34)CC2)C1 (configuration not stated),46.5%[activator]
O=C(NC1CCCCC1)[C@@H]1C[C@@H](O)CN1C1CCN(C(=O)c2ccncc2)CC1,-10.5%
CN(CC1CCOC1)S(=O)(=O)c1ccc(Cl)s1 (configuration not stated),29.3%[5.79 µM]
Cc1cccc(NC(=O)c2sc3nc(-c4ccccc4)cn3c2C)c1C,?

Some of these compounds in order of formula weight, ascending.
canonical_smiles,Pf Dd2 inh
NC(=O)C1CCC(=O)N1C1CCNCC1 (configuration not stated),5.8%
Cc1ccc(C(=O)N2CC[C@H](CO)[C@H](NC(=O)C3CC3)C2)cn1,22.4%
COc1ccc(-c2cc(C(=O)Oc3cccc(C)c3C)c3ccccc3n2)cc1,i
CCC(=O)N1CCCc2cc(S(=O)(=O)N3CCC(C(=O)Nc4ccccc4CC)CC3)ccc21,-7.0%

Further structures
canonical_smiles,Pf Dd2 inh
CCCCN(CCCC)CCNC(=O)c1cc(=O)[nH]c2ccc(S(=O)(=O)N3CCCCCC3)cc12,?
CCn1c2c(c(=O)n1-c1ccccc1)CCN(C(=O)Cc1ccccc1)C2,15.3%[44.1 µM]
CN1CC(=O)N(C2CCNC2)Cc2c1ncnc2N1CCN(c2ncccn2)CC1 (configuration not stated),3.8%
Cc1ccc2nc(-c3cccs3)c(Nc3c(C)cccc3C)n2c1,?
O=C1Nc2ccccc2CN(CC2CCCC2)C12CCNC2 (configuration not stated),?
Cc1ccc(S(=O)(=O)Nc2ccc3nc(-c4cccc(Cl)c4)oc3c2)cc1,29.9%
Cc1nc(CN2CC3(CCN(C)C3)c3cc(C(=O)NCc4ccccc4)ccc32)cs1 (configuration not stated),i
C=CCN1CCN(C(=O)[C@@]23CCCC[C@H]2N(CCC(C)C)C(=O)CC3)CC1,?
CNC(=O)[C@@H](c1ccccc1F)N1CCC[C@H]1C(=O)NCC1CC1,13.1%[44.1 µM]
COc1ccc(CN2Cc3[nH]nc(-c4ccc(C(=O)N5CCOCC5)cc4)c3CC2=O)cc1,i
CC1=C[C@@H](CNC(=O)c2cccc(F)c2)[C@H](C(C)C)C[C@H]1CC(=O)NCc1cccnc1,?
CN[C@@H](C)C(=O)N1CCC(c2cc(N3CCOCC3)nc(C)n2)CC1,8.6%
O=[N+]([O-])c1cnc(N2CC3CCC(C2)N3CC(F)(F)F)nc1,-1.7%
CCNC(=O)CC1=CSC2=NC(C)=C(C(=O)Nc3ccccc3)C(c3ccc(F)cc3)N12 (configuration not stated),i
CC(=O)Nc1cccc(-c2nc(-c3c(C)noc3C)cc3cc(C)oc23)c1,-5.9%[44.1 µM]
Cc1ccc(-c2nnc3ccc(Nc4cccc(N(C)C)c4)nn23)nc1,-7.4%[44.1 µM]
O=C(CC1CC1)NC1CCCc2nc(-c3ccccc3)ncc21 (configuration not stated),4.0%
Cc1ccsc1C(=O)N1CCCn2cc(-c3ccccc3)nc21,?
Cc1ccc(C(=O)N2CCC3(CC2)N(c2ccccc2)C(=O)CS3(=O)=O)cc1,-22.6%
Cc1nc(-c2ccccc2)n(Cc2nc(-c3ccc(OC(C)C)cc3)oc2C)c(=O)c1CCO,-22.4%
Cc1nn(C)c(C)c1S(=O)(=O)N1CCCC(CO)(Cc2ccccc2)C1 (configuration not stated),-20.8%
O=C(O)C1(c2ccccc2)CCN(S(=O)(=O)c2cccs2)CC1,14.0%
COc1cccc(CNC(=O)C2CCN(C(=O)c3ncn4c3COC(c3ccc(F)cc3)C4)CC2)c1 (configuration not stated),i
CCC(C)(C)NC(=O)C1CCN(S(=O)(=O)c2ccc3c(c2)CCCN3C(C)=O)CC1,19.7%[5.79 µM]
CC(C)NC(=O)N1Cc2[nH]cnc2C[C@H]1c1nc(-c2ccccc2)no1,i
Cc1ccc2c(c1)-c1onc(C(=O)N3CCN(c4cc(C)ccc4C)CC3)c1CO2,9.8%
CC1CCCCN1CCCNC(=O)CN1C(=O)CSc2ccc(S(=O)(=O)N3CCOCC3)cc21 (configuration not stated),12.4%
CCOc1cccc(CN2CCC3(CCNCC3)C2)c1O,0.3%
O=C(O)c1nn(CC2CC2)c2c1CN(C(=O)c1nccc3ccccc13)CC2,11.2%
COc1ccccc1NC(=O)Cn1nc2c(cc1=O)CCCC2,-11.8%
Cc1nn(C)c2c1c(C(F)(F)F)cc(=O)n2C(C)C(=O)NCc1ccccc1Cl (configuration not stated),-6.7%
CCc1cccc(NC(=O)c2cccc3c2C(=O)N(C2CCCCC2)C3)c1,?
Cc1ccc2c(C(=O)N3CCN(C4CCCCC4)CC3)cc(NC(=O)C(C)C)cc2n1,0.2%
CN(C)S(=O)(=O)c1ccc2c(c1)N(CC(=O)N1CCN(c3ccccc3F)CC1)CCS2,?
O=C(CCC[C@@H]1[C@H]2CCCN3CCC[C@@H](CN1C(=O)C1(c4ccccc4)CC1)[C@@H]23)NCC1CC1,12.6µM*
COc1ccc(CNC(=O)CCCn2nc(C)c3c(C)n(-c4ccc(C)cc4)nc3c2=O)cc1OC,20.9%
CCOC(=O)c1c(S(=O)(=O)NCC(=O)N2CCN(c3cccc(Cl)c3)CC2)c(C)n(C)c1C,-12.6%
Cc1ccc(C)c(NC(=O)CSc2nnc(-c3cc4occc4n3C)n2-c2ccccc2C)c1,24.0%
CCOc1ccc(OCC)c(NC(=O)c2nnn(CC(=O)Nc3ccc(C)cc3C)c2N)c1,-9.9%
N#C/C(=C/c1ccc(Cl)cc1Cl)c1nc2ccccc2c(=O)[nH]1,26.4%
O=C1CC(c2ccccc2)N(C(=O)CNS(=O)(=O)c2ccc3c(c2)CCC3)CCCCCCN1 (configuration not stated),11.2µM*
O=C(C1CCCN1c1nc2ncccc2o1)N1CCOCC1 (configuration not stated),21.8%[44.1 µM]
COc1nccnc1NC1CCN(C(=O)NCc2ccc(F)cc2)CC1,7.6%[5.79 µM]
COc1cccc(CNC(=O)N(C)C2CCc3nn(C)c(=O)n3CC2)c1 (configuration not stated),7.7%
Cc1ccc(NC(=O)c2ccc3c(c2)N(C)C2CCCCN2C3=O)cc1F (configuration not stated),-18.7%
COc1ccccc1N1CCN(c2cc(C)nc3c(-c4ccc(Cl)cc4)c(C)nn23)CC1,25.9%
CCc1ccc(C(=O)COC(=O)C(NC(=O)C2CCC(C)CC2)C(C)C)cc1 (configuration not stated),11.1%
COc1ccccc1CNC(=O)c1ccc2c(c1)CCN2S(=O)(=O)c1ccccc1,-15.7%
COc1ccc(NC(=O)c2cc(NC(=O)C3CC3)cc3nc(C)ccc23)cc1,-15.7%
Cc1ccc(-c2nc(C)c(CCNC(=O)c3ccccc3Br)s2)cc1,-10.8%
COc1ccc(-c2cc(C(C)=O)c(C)n2CCC(=O)NCc2ccccc2OC)cc1,-12.5%
Cc1noc(C)c1C(=O)N1Cc2ccccc2OC2(CCN(C(=O)CN(C)C)CC2)C1,27.0%
CS(=O)(=O)N1CCCC(c2nc(-c3ccccc3)no2)CCNC(=O)CC1 (configuration not stated),-9.1%
Cc1cc(C)n(CC(=O)N[C@@H]2CN(Cc3ccccn3)C[C@H]2CN(C)C)n1,3.7%
O=C(NCCc1noc(-c2ccncc2)n1)C1(S(=O)(=O)c2ccc(Cl)cc2)CC1,17.3%
CC(C)N1C(=O)C2(CCCC2)C1C(=O)N1CCCC1 (configuration not stated),-10.0%
Clc1ccc(-c2cnc([C@@H]3COCCN3C3CCNCC3)[nH]2)s1,i
COCc1nnc2n1CCC(NC(=O)CCn1cccn1)CC2 (configuration not stated),14.4%
CC(C)CN1Cc2ccccc2-n2ccnc2C12CCN(C(=O)c1ccsc1)CC2,?
CCOCc1nc(C2CCCN(C(=O)c3cccs3)C2)no1 (configuration not stated),52.1%[activator]

(list continues)
canonical_smiles,Pf Dd2 inh
COCc1nc(C2CCN(C(=O)c3cn(C)cn3)C2)no1 (configuration not stated),-0.1%
CCOc1ccccc1CNC(=O)c1c(OCC)cc(=O)n2c1CCCC2,77.7%[activator]
CCc1nc2c(c(-c3ccc(O)cc3)n1)CCN(Cc1cncs1)CC2,?
COc1ccc(CCNC(=O)c2ccc(Cn3ccn4nc5c(c4c3=O)CCCC5)cc2)cc1OC,?
CCc1cccc(C)c1Nc1c(-c2ccc(N(C)C)cc2)nc2cnccn12,-22.0%
CC(C)NC(=O)NC[C@H]1C[C@@H]2CCN1C[C@@H]2CN1CCOCC1,29.0%[44.1 µM]
Cc1cc(=O)n(CC(=O)Nc2ccc(C)c(Cl)c2)c(N2CCN(c3ccccc3)CC2)n1,?
COc1ccc(-c2noc(CC3CCN(C(=O)c4ccccc4OC)CC3)n2)cc1,?
CCCc1cnc2c(c1SCC(=O)Nc1ccccc1F)c(=O)n(C)c(=O)n2C,38.8%[activator][0.594 µM]
O=C(O)CCC(=O)N1Cc2ccccc2CC2(CCN(Cc3ccc(O)cc3)C2)C1 (configuration not stated),?
CCSc1ncc(-c2c(-c3ccccc3)ncn2CC[C@@H](C)CO)cn1,-25.8%
CCc1ccc(NC(=O)N2CCOc3ccc(Cl)cc32)cc1,i
COc1ccc(C(C)NC(=O)COc2ccc(NC(C)=O)cn2)cc1OC (configuration not stated),21.0%
CCOC(=O)c1cc(-c2ccccc2)n(CCCC(=O)Nc2cccc(C)c2C)c1C,?
Cc1cc(C)c(CNC(=O)c2nc(-c3cccc(O)c3)cc3[nH]ccc23)c(=O)[nH]1,i
COc1cccc(NC(=O)C2CCCN(S(=O)(=O)c3cn(C(C)C)cn3)C2)c1 (configuration not stated),i
CCC(=O)N1c2ccccc2CC1C(=O)NCc1cccc(C)c1 (configuration not stated),67.1%[activator]
O=C(NCc1nnc2cc(-c3nc(C4CC4)no3)ccn12)c1ccccc1,?
CN(CC1CCOC1)C(=O)Nc1ccc(Cl)cc1 (configuration not stated),i[5.79 µM]
CCn1cc(C(=O)NCc2ccc(C)cc2)c(=O)c2cc(S(=O)(=O)N3CCc4ccccc4C3)ccc21,24.5%
Cc1cccc2c1nc1n2[C@@H](CNCc2ccc(S(C)(=O)=O)cc2)COC1,i
Cc1ccc(C)c(N2CCN(CCCNC(=O)c3cnn(-c4ccc(F)cc4)c3C3CCN(C(=O)OC(C)(C)C)CC3)CC2)c1,1.26µM*
CCCN1CCCCC12Cc1ccccc1CN(C(=O)c1c(C)noc1C)C2 (configuration not stated),?
c1ccc2sc([C@H]3CCN(C4CCC4)C3)nc2c1,?
CCN(CC)C(=O)CN(C)Cc1ccc(=O)n(CC)c1,18.3%
O=C(O)CC[C@@H]1CN(c2nnnn2-c2ccccc2)CC[C@@H]1N1CCOCC1,8.3%
COc1ccc(OCC(=O)NC2CCN(c3cc(-c4ccccc4)[nH]n3)CC2)cc1,i
CCN(C1CCOCC1)C1CN(C(=O)c2cccnc2)C1,15.5%
O=C(Nc1ccc(Cl)cc1Cl)c1cnn2c1CN(C(=O)c1cccnc1)CC2,-3.2%
C[C@@H](NC(=O)c1cnccn1)c1onc(-c2cccnc2)c1C(=O)O,1.5%[44.1 µM]
O=C(Nc1ccc(F)cc1F)c1cc(S(=O)(=O)N2CCCCC2)c[nH]1,i
Cc1cc(=O)[nH]c2nnc(SCC(=O)Nc3ccc(OC(F)(F)F)cc3)n12,-21.8%
CCN(CC)CCOC(=O)c1ccc(NC(=O)CSc2cc(=O)n(CC)c3ccccc23)cc1,88.6%[activator]
